# MITF inh = inhibitors of human MITF; actives 0.91% (n = 650,000); O75030; inhibition, % at 2.6 µM; AlphaScreen MITF homodimerization, bead proximity signal; in the data active = inhibition above about 50%;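 also: 0% = vehicle wells with protein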
# GPR151 ag = activators of human GPR151 | actives 1% (n = 650,000) | PathHunter beta-arrestin GPR151 cells, luminescence | Q8TDV0 | activation, % at 11.2 µM; in the data active = activation above about 4.9%;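 also: 0% = median of compound wells and 100% = cells with positive control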
# TEAD-YAP inh = TEAD-YAP interaction inhibition; HEK-TIYL cells, TEAD-Gal4/YAP UAS-luciferase luminescence; inhibition, % at 9.12 µM; actives 1.4% (n = 640,000); in the data active = inhibition above about 32%;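 also: 0% = median of test compound wells and 100% = reference inhibitor wells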
# FBW7 act = activators of human E3 ligase FBW7; AlphaScreen FBW7–phospho-cyclin E peptide binding, activator screen; Q969H0; AID 1259310; actives 0.13% (n = 650,000); normalized activity (activation), % at 26.1 µM; in the data active = normalized activity above about 1.9%;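 also: purified mutant Fbw7 with reduced substrate affinity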
# Target sequence (Q969H0 whole entry, looked up): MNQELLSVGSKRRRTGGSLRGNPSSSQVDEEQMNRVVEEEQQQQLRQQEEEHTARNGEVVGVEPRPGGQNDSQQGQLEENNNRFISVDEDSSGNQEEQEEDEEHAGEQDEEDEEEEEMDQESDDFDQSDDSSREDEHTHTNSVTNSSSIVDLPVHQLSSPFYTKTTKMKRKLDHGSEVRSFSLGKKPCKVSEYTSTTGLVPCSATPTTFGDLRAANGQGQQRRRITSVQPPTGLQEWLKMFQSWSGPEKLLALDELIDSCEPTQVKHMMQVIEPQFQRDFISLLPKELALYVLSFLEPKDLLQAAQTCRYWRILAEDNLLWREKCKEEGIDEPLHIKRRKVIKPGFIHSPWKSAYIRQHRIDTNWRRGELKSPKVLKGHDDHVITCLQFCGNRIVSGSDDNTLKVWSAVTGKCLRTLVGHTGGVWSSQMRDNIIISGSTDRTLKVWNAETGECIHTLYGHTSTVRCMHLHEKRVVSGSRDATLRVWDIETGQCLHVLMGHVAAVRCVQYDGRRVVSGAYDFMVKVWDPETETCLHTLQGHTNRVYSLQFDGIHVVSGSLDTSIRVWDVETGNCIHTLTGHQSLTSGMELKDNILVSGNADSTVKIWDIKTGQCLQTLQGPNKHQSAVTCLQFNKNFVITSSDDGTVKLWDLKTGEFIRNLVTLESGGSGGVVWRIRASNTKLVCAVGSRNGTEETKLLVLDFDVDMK
# * marks the source's active call; other numbers are inactive results.
nr	Molecule	MITF inh	GPR151 ag
1	C=CCn1c(N2CCC(C(=O)NCCCOCC)CC2)nc2ccccc21	-1	2.1
2	CSc1ccc(CN2CCc3nnc(CNS(=O)(=O)c4ccccc4)n3CC2)cc1	20	0.0
3	Cc1cc(C)c(-c2csc(NC(=O)c3ccc(C(C)(C)C)cc3)n2)c(C)c1	-3	-0.4
4	Nc1nnc(SCC(=O)c2ccc(OC(F)F)cc2)s1	2	-0.8
5	CCOc1ccc(NS(=O)(=O)c2ccc(-c3ccc(S(=O)(=O)Nc4ccc(OCC)cc4)cc3)cc2)cc1	3	-1.0
6	CCN(CC)S(=O)(=O)c1ccc(C(=O)N(c2ccccc2)C2C=CS(=O)(=O)C2)cc1 (stereo unspecified)	13	-0.5
7	COc1ccc(-c2cc(C(F)(F)F)n3nc(C(=O)NCC4CCCO4)cc3n2)cc1OC (stereo unspecified)	9	0.6
8	CCN1CCN(CCCCNC(=O)c2cc3c(=O)oc4ccccc4c3s2)CC1	1	-0.1
9	COc1cccc(NC2=C(Cl)C(=O)OC2OC)c1 (stereo unspecified)	5	-1.0
10	Cc1ccc(-c2nsc(SCC(=O)OCc3ccccc3)n2)cc1	-10	-0.7
11	CCCCOc1ccc(NC(=O)C2CC2)cc1	5	1.9
12	C/C(Cl)=C\CSc1nnc2n(N)c(=O)c3ccccc3n12	1	-0.4
13	Cc1cc(=O)n2[nH]c(N3C(=O)c4ccccc4C3=O)nc2n1	17	0.5
14	COc1ccc(Cl)cc1-n1c(SCc2ccccc2C)nc2[nH]ncc2c1=O	5	0.5
15	Cc1cc(C(=O)N2CCC(Cc3ccccc3)CC2)cs1	17	-0.1

nr	TEAD-YAP inh	FBW7 act
1	-1	-0.1
2	14	0.1
3	4	-0.1
4	-7	-0.2
5	0	0.1
6	8	0.2
7	0	0.3
8	6	0.0
9	-7	0.4
10	5	-0.2
11	-33	0.1
12	-15	0.0
13	-3	0.0
14	-4	0.1
15	3	0.0

# Carrying on.
nr	Molecule	MITF inh	GPR151 ag
16	COc1ccc(-c2cnc3c(Nc4ccc(N5CCOCC5)cc4)nccn23)cc1OC	11	1.1
17	CC(C)c1ccc(NC(=O)C2C3C=CC4(O3)C2C(=O)N(Cc2ccccc2Cl)C4C(=O)NC2CCCCC2)cc1 (stereo unspecified)	1	0.3
18	CCCOC(=O)c1cccc(NC(=O)COc2ccc3c(C)cc(=O)oc3c2)c1	3	0.0
19	COc1ccc(OC)c(-c2cc(C(=O)NCc3ccc(F)cc3)no2)c1	15	-0.5
20	CCOC(=O)C1CCN(S(=O)(=O)c2cccc3nonc23)CC1	1	-0.3
21	CCOC(=O)c1c(NC(=O)COc2ccccc2Br)sc2c1CCCCC2	7	0.8
22	O=C1C(Cl)=C(NC2CCCCCC2)C(=O)N1c1ccccc1Cl	6	1.1
23	O=C(O)c1ccc(Br)c(S(=O)(=O)Nc2ccc(Br)cc2)c1	4	1.1
24	O=C(CCCN1C(=O)c2ccccc2C1=O)NCCCN1CCOCC1	-7	0.7
25	CSc1cccc2sc(N(CCN(C)C)C(=O)c3cccs3)nc12	-10	-1.1
26	COC(=O)c1cc(NC(=O)CN2CCN(c3cccc(Cl)c3)CC2)cc(C(=O)OC)c1	11	1.3
27	O=C(OCCN1C(=O)c2cccc([N+](=O)[O-])c2C1=O)c1ccc([N+](=O)[O-])cc1	21	-0.3
28	Cc1ccc(NS(=O)(=O)c2c(C)n(C)c(=O)n(C)c2=O)cc1F	14	-2.4
29	Cn1cc([N+](=O)[O-])cc1-c1nc2ccccc2n1C	2	-0.7
30	Cc1ccc2c(c1)NC(C)(C)c1sn(-c3ccc(C)c(Cl)c3)c(=S)c1-2	9	0.1

nr	TEAD-YAP inh	FBW7 act
16	-11	0.4
17	-8	0.1
18	-8	-0.1
19	3	0.0
20	2	0.6
21	1	-0.1
22	2	0.1
23	4	0.2
24	-3	-0.1
25	6	0.0
26	9	0.2
27	4	0.2
28	14	-0.1
29	3	0.0
30	-9	-0.1

# The list continues.
nr	Molecule	MITF inh	GPR151 ag
31	CCOC(=O)C(/C=N/NC(=O)c1ccc([N+](=O)[O-])cc1)=C(\C)O	8	-0.7
32	O=C(CSc1nccc(=O)[nH]1)c1ccc(Br)cc1	-2	1.6
33	Cc1ccc(-c2csc(NC(=O)c3ccc(S(=O)(=O)N4CCCC4)cc3)n2)cc1	10	-0.8
34	O=C(c1cccc2nccnc12)N1CCCC(c2ncncc2-c2ccncc2)C1 (stereo unspecified)	1	0.9
35	COC(=O)c1cccc(CN2CCN(C(=O)c3cc(C4CC4)[nH]n3)CCC2=O)c1	3	-1.1
36	O=C(CCOc1ccccc1)OCC(=O)c1cc2ccccc2o1	6	2.3
37	COc1ccc(C2C(C#N)=C(N)Oc3n[nH]c(-c4ccccc4)c32)c(CSc2ccccn2)c1 (stereo unspecified)	18	-2.2
38	COC(=O)C1=C(C(=O)OC)SC(=CC(=S)c2ccccc2)S1	19	-0.4
39	CN1C(=O)C(C)(C)c2cc(S(=O)(=O)N3CC=C(c4ccccc4)CC3)ccc21	-13	0.3
40	CN(Cc1c(C(=O)N2CCCC2)nc2sccn12)CC(O)c1ccccc1 (stereo unspecified)	7	5.8*
41	CCOC(=O)c1c(NC(=O)c2ccc(S(=O)(=O)N3CCCCC3)cc2)sc2c1CCN(CC)C2	0	-0.1
42	CCN1CCN(S(=O)(=O)c2cc(OCC(N)=O)c(C)cc2Cl)CC1	8	-1.1
43	COCCCN1C(=O)C2C(C(=O)Nc3cccc(Cl)c3)C3C=CC2(O3)C1C(=O)NC1CCCCC1 (stereo unspecified)	-3	-0.7
44	CC1=C(C(=O)Nc2ccc(Br)cn2)C(c2ccccc2C(F)(F)F)C2=C(CC(C)(C)CC2=O)N1 (stereo unspecified)	-1	-0.8
45	Cc1nn2c(=O)/c(=C/c3cn(-c4ccccc4)nc3-c3ccc(OC(C)C)cc3)sc2nc1=O	-6	1.6

nr	TEAD-YAP inh	FBW7 act
31	1	0.0
32	-4	-0.2
33	9	0.0
34	-4	1.1
35	-13	0.1
36	-8	-0.2
37	8	0.3
38	-8	0.7
39	-1	0.2
40	10	0.1
41	3	-0.2
42	5	-0.1
43	-12	0.1
44	2	0.1
45	11	-0.1

# Continued, starting with the last four of the part before.
nr	Molecule	MITF inh	GPR151 ag
42	CCN1CCN(S(=O)(=O)c2cc(OCC(N)=O)c(C)cc2Cl)CC1	8	-1.1
43	COCCCN1C(=O)C2C(C(=O)Nc3cccc(Cl)c3)C3C=CC2(O3)C1C(=O)NC1CCCCC1 (stereo unspecified)	-3	-0.7
44	CC1=C(C(=O)Nc2ccc(Br)cn2)C(c2ccccc2C(F)(F)F)C2=C(CC(C)(C)CC2=O)N1 (stereo unspecified)	-1	-0.8
45	Cc1nn2c(=O)/c(=C/c3cn(-c4ccccc4)nc3-c3ccc(OC(C)C)cc3)sc2nc1=O	-6	1.6
46	O=C(CCN1C(=O)c2ccccc2C1=O)NC(=S)Nc1ccc(Br)cc1	-9	-0.4
47	COc1ccc(-c2[nH]nc3c2C(c2ccc(OC(=O)c4ccco4)c(OC)c2)C(C#N)=C(N)O3)cc1 (stereo unspecified)	3	-0.8
48	CCOC(=O)C1=C(C)OC(N)=C(C#N)C1c1ccc(N(C)C)cc1 (stereo unspecified)	3	0.9
49	CCN(CC)C(=O)[C@@H]1C[C@@H](NCc2cccc(C)n2)CN1Cc1cccc(Cl)c1	13	1.3
50	Cc1cc(NCCCO)n2c(nc3ccccc32)c1C#N	6	-0.5
51	COc1ccc(CNC(=O)c2nccnc2C(=O)O)cc1	2	1.8
52	CCc1nc2ccccc2c(NC(=O)CN2CCCC2)c1C	65*	1.3
53	C[C@]12CCCCC1CCC1C2CC[C@]2(C)C(N)CCC12 (stereo partly specified)	-2	2.4
54	O=C(O)CCN1c2ccccc2Sc2ccccc21	-6	0.4
55	Clc1cc(Cl)c2c(c1)C=C1CCCCCC1(N1CCOCC1)O2 (stereo unspecified)	6	0.3
56	COC(=O)c1c(NC(=O)COc2ccc3ccccc3c2)sc(C(=O)N(C)C)c1C	8	1.3
57	COc1cc(C(=O)N(C)c2nnc(-c3cccnc3)s2)cc(OC)c1OC	9	-0.2
58	Cc1cccc(NC(=O)CSc2nnc(CNC(=O)c3cc(Br)ccc3Cl)n2-c2ccccc2)c1	3	0.8
59	COc1ccc2nc(NC(=O)c3ccccc3Br)sc2c1	-6	-2.6
60	CN1CCN(c2ccc(-c3nc4ccc(C(=O)Nc5ccccc5)cc4s3)cc2)CC1	5	-2.2

nr	TEAD-YAP inh	FBW7 act
42	5	-0.1
43	-12	0.1
44	2	0.1
45	11	-0.1
46	11	-0.1
47	0	-0.5
48	-5	0.0
49	2	0.1
50	-8	0.1
51	-1	0.1
52	8	0.2
53	-10	0.0
54	-3	0.1
55	-4	0.0
56	1	-0.2
57	9	0.0
58	14	0.1
59	-46	0.0
60	-24	0.5

# Next structures follow:
nr	Molecule	MITF inh	GPR151 ag
61	O=C(/C=C/c1ccc2c(c1)OCO2)/C=C/c1ccc2c(c1)OCO2	2	2.5
62	CCOC(=O)C1=C(N)N2C(=O)C(C)SC2=C(C(=O)OCC)C1c1ccc(O)c(OC)c1 (stereo unspecified)	0	0.4
63	COc1cccc(-c2cc(C(=O)Nc3sc4c(c3C#N)CCC4)no2)c1	-3	-0.8
64	CCC(C(=O)NCc1ccccc1)c1ccccc1 (stereo unspecified)	-3	0.4
65	Oc1ccc(CCN=Cc2c(O)[nH]c3ccccc23)cc1	-10	0.5
66	COc1ccc(OCC(=O)Oc2coc(CSc3nc(C)cc(C)n3)cc2=O)cc1	25	-1.2
67	O=C1OC(c2ccc(Cl)c([N+](=O)[O-])c2)=N/C1=C\c1cccc(Br)c1	6	-1.2
68	COc1ccc(/C=C2\SC(=O)N(Cc3ccc(C(=O)O)cc3)C2=O)cc1	-14	-1.7
69	Cc1ccccc1-n1nc2c(c1NC(=O)c1ccc([N+](=O)[O-])cc1)CSC2	7	0.7
70	COc1cccc(C(=O)NCCN2CCN(c3ccc(Cl)cc3)CC2)c1	4	0.9
71	COc1ccc2cc3c(N)nn(C(=O)Cc4ccc([N+](=O)[O-])cc4)c3nc2c1	0	1.4
72	CC1CCN(c2oc(COc3ccccc3F)nc2C#N)CC1	25	0.4
73	COc1cccc(NC(=S)NC(=O)c2cccc(OC)c2)c1	8	0.4
74	Cc1ccc(NC(=O)C2C3C=CC4(O3)C2C(=O)N(CC2CCCO2)C4C(=O)NC2CCCCC2)cc1 (stereo unspecified)	-11	0.4
75	O=C1c2ccc3c4c(ccc(c24)C(=O)N1N=C1CCCCC1)CC3	8	0.3

nr	TEAD-YAP inh	FBW7 act
61	-2	0.0
62	2	0.3
63	12	-0.1
64	3	0.1
65	3	0.0
66	-7	0.1
67	-5	0.1
68	2	-0.4
69	-8	0.0
70	-10	-0.1
71	-7	0.0
72	-41	0.0
73	-39	0.0
74	-6	0.0
75	4	0.1

# (next part)
nr	Molecule	MITF inh	GPR151 ag
76	O=C1C(=O)N(CCCN2CCOCC2)C(c2ccccc2)/C1=C(\O)c1ccc(F)cc1 (stereo unspecified)	-3	0.4
77	CC[n+]1c(C)n(-c2ccccc2)c2ccccc21	-2	0.8
78	COc1ccc(N=c2ssc3c2-c2cc(C)ccc2N(C)C3(C)C)c(OC)c1	26	1.5
79	Cc1ccc(NC(=O)c2ccccc2NC(=O)c2ccc(S(=O)(=O)N3CCc4ccccc43)cc2)c(C(=O)c2ccccc2)c1	-4	8.7*
80	CN(C)c1ccc(/C=c2\sc3nc4cc(Br)cnc4n3c2=O)cc1[N+](=O)[O-]	-1	-0.7
81	O=C(c1n[nH]c2c1CCCC2)N1CCCCC1c1nc2ccccc2[nH]1 (stereo unspecified)	8	1.4
82	CC(=O)Nc1ccc2c(C)cc(C(F)(F)F)nc2n1	1	3.1
83	CCc1c(C(=O)NC2CCCCC2)[nH]c(C)c1C(C)=O	-5	2.5
84	Cc1nc(N2CCOCC2)nc(Nc2ccc(F)cc2)c1[N+](=O)[O-]	-1	1.9
85	Cc1nnc(SCC(=O)Nc2ccccc2C(C)C)s1	19	-1.5
86	CN(C)/C=N/c1c(C(=O)NCc2ccccc2)nnn1Cc1ccccc1	-1	-0.5
87	COC(=O)c1c(C)oc2ccc(N(C(=O)c3ccccc3)S(=O)(=O)c3ccc(Cl)cc3)cc12	7	0.5
88	Cc1ccc(NC(=O)COC(=O)c2ccc3c(c2)S(=O)(=O)c2ccccc2C3=O)cc1	3	-0.7
89	CCOc1ccc(OCC)c(NC(=O)c2c(C)nc3ccccn23)c1	2	0.1
90	Nc1cccc2c1nnn2C1OC(CO)C(O)C(O)C1O (stereo unspecified)	3	-0.9
91	CCC(C)NS(=O)(=O)c1ccc(NC(=O)c2cccs2)cc1 (stereo unspecified)	9	-1.2
92	Cc1cc(C(=O)Nc2sc(C)c(-c3ccc(F)cc3)c2C(N)=O)no1	-6	-0.6

nr	TEAD-YAP inh	FBW7 act
76	4	0.0
77	2	0.0
78	13	0.0
79	1	-0.1
80	5	0.1
81	10	0.1
82	5	-0.1
83	-5	0.3
84	-10	0.2
85	-1	0.2
86	-6	0.0
87	10	0.1
88	-3	-0.2
89	-2	0.6
90	0	0.0
91	0	0.0
92	3	-0.1

# Not a hit list (roughly 3.4% active in at least one column).
